CHOP UPR activ: activators of apoptotic CHOP UPR arm, primary screen, cell-based, CHO-CHOP luciferase reporter, luminescence, uHTS | UPR activation; percent of tunicamycin response over DMSO baseline | activation, % at 10 µM | 0.34% of 330,000 active;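 active = at 10 µM dose, activation of 40% or more, normalized to positive control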;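 note: 100% = tunicamycin at 10 µg/mL and 0% = DMSO alone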
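Assay system: CHO-CHOP cells, stable luciferase reporter of PERK-eIF2a-CHOP signalling / Buffer or medium: F12 plus 10% serum / Compound dosing: one dose, 10 µM in 0.5% DMSO / Times: 6 h compound treatment, 37 °C / Technique: luciferase luminescence / Read-out: % reporter activation, DMSO baseline versus tunicamycin full activation / Benchmarks: tunicamycin and DMSO controls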
APJ ag: agonists of human apelin receptor APJ, primary screen, CHO-K1 cells, PathHunter beta-arrestin, luminescence; P35414; 0% DMSO wells, 100% apelin; activation, % at 20 µM; 0.11% of 330,000 active; AID 2520, 2010;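 active = activation more than six SD over the plate average, tested at 20 µM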;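 note: 0% = DMSO alone and 100% = apelin-13 at 10 nM; some results filed as inactive read as strong as hits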
Target sequence (P35414 whole entry, looked up): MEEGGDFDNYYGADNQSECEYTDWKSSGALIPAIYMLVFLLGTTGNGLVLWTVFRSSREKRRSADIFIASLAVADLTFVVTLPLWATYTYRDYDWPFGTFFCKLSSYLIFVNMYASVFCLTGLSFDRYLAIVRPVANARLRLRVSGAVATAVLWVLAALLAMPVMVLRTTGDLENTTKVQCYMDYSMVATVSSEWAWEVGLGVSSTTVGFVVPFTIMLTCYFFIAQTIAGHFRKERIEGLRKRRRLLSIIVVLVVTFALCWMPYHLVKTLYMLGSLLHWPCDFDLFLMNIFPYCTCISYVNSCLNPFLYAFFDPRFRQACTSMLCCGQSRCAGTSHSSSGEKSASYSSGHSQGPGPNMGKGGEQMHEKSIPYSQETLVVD
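Assay system: CHO-K1 cells stably expressing ProLink-tagged human APJ and arrestin–beta-gal acceptor. Compound dosing: 20 µM single point, 1% DMSO. Times: 16-18 h seeding, 90 min dark compound exposure, 60 min detection. Detection: beta-gal luminescence. Evaluation: APJ–arrestin association signal. Controls: negative DMSO alone, positive Apelin-13 at 10 nM.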
697 NFkB inh: inhibitors of PMA/ionomycin-induced NF-kB reporter, 697 cells, primary screen, B-cell NF-kB inhibitor project, cell-based, luminescence, uHTS; 697 B-cell NF-kB luciferase reporter, 16 h; AID 435022, 2010; 0.33% of 330,000 active; inhibition, % at 4 µM; in the data active = inhibition above about 35%
UPR XBP1 act: activators of adaptive XBP1 UPR arm, primary screen, cell-based, CHO-XBP1 luciferase reporter, luminescence, uHTS | 0.33% of 330,000 active | IRE1-XBP1 UPR activation; percent of tunicamycin response, DMSO as zero | activation, % at 20 µM;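 active = versus positive control, 20 µM dose yields 30% or more activation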;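 note: 100% = tunicamycin at 10 µg/mL and 0% = DMSO only wells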
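Material: CHO-XBP1 cells stably carrying IRE1-XBP1-driven luciferase reporter / Amount: 1000 cells per well / Compound: 20 µM, 1% DMSO / Times: 6 h treatment, 37 °C / Detection: luciferase luminescence / Measure: % activation of reporter signal versus tunicamycin and DMSO controls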
Mdm2-MdmX inh: inhibitors of human Mdm2-MdmX association, primary screen, cell-based, luminescence, split luciferase, SaOS-2, uHTS. Protein Mdm4 (Homo sapiens) + E3 ubiquitin-protein ligase Mdm2 (Homo sapiens), …. SaOS-2 split-luciferase Mdm2/MdmX complementation. inhibition, % at 8 µM. 3% of 330,000 active. AID 485346, 2010;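 active = inhibition of at least 50% at 8 µM in the primary screen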
tim23-1 inh: growth inhibitors of tim23-1 mutant yeast, primary screen, luminescence, uHTS. S. cerevisiae tim23-1 growth, BacTiter-Glo luminescence, 24 h. inhibition, % at 20 µM. 1.3% of 330,000 active. AID 463212, 2010;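 active = growth inhibition of the mutant yeast at or above 50%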;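 note: temperature-sensitive mutant grown at 25 °C; plate controls were DMSO-treated mutant yeast for no effect and medium wells lacking yeast for full effect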
APJ antag: antagonists of human apelin receptor APJ, primary screen, CHO-K1 cells, beta-arrestin complementation, luminescence; P35414; inhibition, % at 20 µM; 0.32% of 330,000 active;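 active = inhibition above about 40% at 20 µM, limit read from the data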;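 note: cells challenged with 10 nM apelin-13 agonist together with compound; plate controls were apelin-13 plus DMSO wells for no effect and DMSO wells lacking apelin-13 for full effect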
Jurkat NFkB inh: inhibitors of induced NF-kB luciferase reporter, primary screen, TCR NF-kB activation inhibitor project, cell-based, luminescence, uHTS; inhibition, % at 4 µM; 0.53% of 330,000 active; Jurkat, PMA/ionomycin-induced NF-kB luciferase reporter; in the data active = inhibition above about 50%
The depositor's hits bear a star. No enrichment for hits; about 5% have a hit in one of these screens.

SMILES	CHOP UPR activ	APJ ag	697 NFkB inh	UPR XBP1 act	Mdm2-MdmX inh	tim23-1 inh	APJ antag	Jurkat NFkB inh
Cc1ccc(N2C(=O)c3ccccc3C2C(=O)c2cc(C)ccc2O)cc1 (stereo not drawn)	3.1	2.5	1.4	6.2	-37.0	19.8	-22.6	-20.7
COc1ccc(-c2cc(C(F)(F)F)nc(SCC(=O)NCc3cccs3)n2)cc1	-1.5	-3.7	17.1	0.4	28.5	8.4	-7.8	1.4
CSCC(=O)N1CCCC(CNC(=O)c2ccc(-c3ccccc3)cc2)C1 (stereo not drawn)	2.2	-4.3	-14.9	-1.8	-14.0	21.0	-18.6	2.4
CCn1cc(CN2CCN(Cc3ccsc3)C(CCO)C2)cn1 (stereo not drawn)	1.2	0.2	19.2	-2.1	-4.9	1.4	-4.5	-5.6
CNC(=S)N(CCc1c(C)[nH]c2ccc(Cl)cc12)Cc1cccs1	1.4	-1.7	8.2	-2.2	49.1	35.7	-3.1	-13.7
COc1cc(CCC(=O)OCC(=O)Nc2ccc(C(N)=O)cc2)cc(OC)c1OC	0.4	-2.1	9.1	-0.8	-2.0	12.5	-9.7	1.9
Cc1cc(C(=O)NNC(=S)Nc2ccccc2)nn1C	0.2	-1.7	-30.9	-1.1	0.4	3.6	10.3	-40.4
Cc1cc(C)nc(NC(=O)/C=C/c2ccc(Cl)cc2)n1	3.0	0.5	-1.5	-0.5	6.8	15.0	14.1	-13.3
O=C(O)C1=CC[C@@H](c2ccc(Cl)cc2)N(S(=O)(=O)c2ccc(Cl)cc2)[C@H]1c1ccccc1	1.5	3.6	18.2	2.0	-19.4	6.9	-0.5	21.9
CCC(CC)C(=O)Nc1cc(Cl)ccc1C	-0.6	-4.3	9.0	-1.7	18.2	1.0	-7.1	-11.8
O=C1CCCc2nc(NCc3ccco3)ncc21	1.2	-2.3	-9.5	-1.0	10.0	-9.8	2.4	-10.1
O=C(N=Nc1c(O)[nH]c2ccc(Br)cc12)c1cc(-c2cccc3ccccc23)n[nH]1	-3.0	-2.0	8.9	-0.5	9.3	21.4	9.3	-3.4
CC(=O)Nc1nc(-c2cccc3ccccc23)cs1	0.8	-2.7	-3.5	-0.3	13.7	37.3	15.1	-9.1
CCN(CC)Cc1cc2ccccc2c2c1COC2	-2.0	-2.1	24.0	-2.8	11.8	5.6	5.8	15.3
Cc1ccc[n+](CC(=O)c2ccc(Cl)cc2)c1	-0.3	-0.8	5.9	-3.1	16.4	-8.2	-4.0	-3.9
CC(=O)N=c1ncn(CC(COC(C)=O)OC(C)=O)c2nc[nH]c12 (stereo not drawn)	-0.9	0.4	11.1	-2.3	5.6	13.3	10.8	4.5
O=C1NC(c2ccc3c(c2)OCO3)Oc2ccccc21 (stereo not drawn)	-0.3	-3.7	15.5	-1.7	12.4	25.4	14.2	11.8
Cc1ccc(N/C=C(/C#N)c2ccsc2)cc1C	4.9	-2.3	-160.5	-0.9	-250.5	26.8	-12.2	-172.2
O=C(Cn1[nH]c(=O)c2ccccc2c1=O)NC1CCN(Cc2ccccc2)CC1	-0.8	-1.6	5.7	-1.2	-17.9	-2.6	5.5	0.1
CCOc1ccc(C(C)=O)cc1CSc1nnnn1-c1ccc(O)cc1	0.9	1.4	2.3	3.1	11.9	-6.8	11.0	-0.2
O=C(NC1CCSc2ccccc21)c1cccc(Br)c1 (stereo not drawn)	2.3	1.1	-6.9	-5.6	32.4	4.4	4.7	-16.9
CC(=O)c1c(C)[nH]c(C(=O)NNC(=O)COc2cc(C)ccc2C(C)C)c1C	0.0	1.5	13.5	-1.1	3.3	2.8	13.2	0.6
O=C(CC1C(=O)NCCN1Cc1ccccc1C(F)(F)F)NCCN1CCCCC1=O (stereo not drawn)	0.0	-0.5	-3.0	-6.9	3.4	14.9	13.9	3.2
COc1ccccc1NS(=O)(=O)c1cc(NC(=O)c2ccccc2[N+](=O)[O-])ccc1N1CCOCC1	0.9	-0.1	23.8	-1.3	14.0	17.1	10.1	18.2
Cc1ccc(S(=O)(=O)N2CCN(C(=O)c3ccc([N+](=O)[O-])cc3)C2)cc1	-1.8	-1.4	25.7	-0.3	-1.7	-0.8	0.6	-10.2
O=C(NCc1ccco1)c1cnn2c1NC(c1ccccc1)CC2C(F)(F)F (stereo not drawn)	-1.3	-5.7	11.8	-4.0	0.5	37.9	-0.4	17.9
CCc1nnc(NC(=O)C=C(C)C)s1	0.7	-1.8	-20.7	5.3	-0.3	1.3	3.7	-39.2
O=C(O)COc1ccc(NC(=O)c2cccs2)cc1	-0.4	-2.0	9.9	-1.1	3.8	7.4	10.7	12.1
Cc1nn(C(C)(C)C)c(NC(=O)c2ccc(Cl)cc2)c1Br	-1.3	-5.9	6.5	-0.8	16.4	-11.0	-8.8	-5.0
Cc1cc(=O)oc2cc(OCC(=O)NCc3ccccn3)ccc12	-1.2	-3.9	7.6	-2.4	17.0	13.9	-2.3	-0.8
CCCCNC(=O)C(NS(=O)(=O)c1cccc2nsnc12)c1ccccc1 (stereo not drawn)	-3.9	0.7	2.8	-2.1	-33.8	-26.4	-9.6	-3.6
CN(C)CCN1C(=O)c2ccccc2C1=O	0.0	-2.6	-1.2	-1.2	14.0	-6.2	12.6	-3.0
O=c1c2ccccc2n2nnnc2n1-c1ccccc1	1.1	-0.8	11.6	-2.4	-4.5	-5.5	-6.3	9.6
O=C(NCc1nc2ccccc2[nH]1)C1=C[C@@H](c2csc3ccccc23)C[C@@H](OCc2ccc(CO)cc2)O1	4.9	12.9	13.8	-2.8	16.3	14.3	-5.9	0.5
CCOC(=O)C[C@H]1c2cc(F)ccc2S(=O)(=O)N1C(C)C	-1.5	-2.0	4.1	1.4	14.2	5.6	-1.5	11.3
CCOc1ccc(NC(=O)NCc2cccnc2)cc1	-1.5	-1.9	-8.3	-0.8	-9.2	-0.3	-14.6	-16.2
C/C(=N\NC(N)=S)c1ccc(Cl)s1	-1.7	-3.4	-25.9	2.2	13.0	-3.6	10.0	-7.2
Cc1ccc(NC(=O)COC(=O)c2cc(Cl)cc(Cl)c2)c(Br)c1	1.3	0.4	13.0	2.8	15.6	-5.9	-1.2	3.4
CCOC(=O)N1CCC(=NNc2ccc(S(=O)(=O)N3CCOCC3)cc2[N+](=O)[O-])CC1	-0.4	-0.7	-7.2	-1.5	15.1	20.2	-20.8	-0.9
Cn1c(CN2CCCCC2)nc2cc(NS(=O)(=O)c3ccc(F)cc3)ccc21	-0.7	-3.8	16.7	-1.2	18.2	7.7	21.9	16.4
CCOC(=O)c1c(NC(=O)CN(CC)CC)sc2c1CCN(C(=O)OCC)C2	0.5	-6.9	19.7	0.2	31.8	44.0	9.1	13.1
COc1ccc(N(CC(=O)Nc2cccnc2)S(=O)(=O)c2ccccc2)cc1OC	1.9	-2.2	7.1	1.0	-1.6	-5.1	-10.8	-11.6
NNC(=O)c1oc2nc(-c3ccco3)cc(-c3ccco3)c2c1N	1.0	-4.3	-16.9	-2.6	2.3	23.8	12.4	0.3
O=C(NC1CCCCC1)C(c1ccc(F)cc1)N(C(=O)c1cccs1)c1ccc2c(c1)OCO2 (stereo not drawn)	1.6	-6.2	20.1	3.2	2.6	9.7	-0.9	17.8
COc1ccccc1S(=O)(=O)CC(O)COc1ccc(F)cc1Cl (stereo not drawn)	-0.7	-2.1	1.7	-0.5	-2.7	16.2	6.0	0.4
Cc1nnc(SCC(=O)c2c(N)n(C3CC3)c(=O)[nH]c2=O)n1C	-0.5	-2.0	15.3	-3.5	20.3	9.5	2.4	7.4
O=C(Cn1cnc2c(nnn2-c2ccccc2)c1=O)N1CCOCC1	0.8	-5.2	0.9	1.1	11.0	5.6	11.3	3.0
CCc1c(C)[nH]c2ccc(C)cc2c1=O	1.1	1.3	-21.4	-3.7	-25.8	5.3	17.3	-22.9
COc1ccccc1CNC(=O)c1cc2ccccc2oc1=O	9.2	3.0	-10.5	-3.4	-26.3	12.2	14.3	-13.2
COC(=O)CCSc1nc(N2CCOCC2)c2c(c1C#N)CC(C)(C)OC2	-1.2	-3.0	-8.0	-0.1	5.4	18.3	-15.9	-19.1
CSc1nc2ccc(S(=O)(=O)NC3CCCCC3)cc2s1	-1.3	-3.2	-14.0	1.8	10.1	1.4	-18.5	4.2

10 structures from above, sorted by number of heavy atoms, rising.
SMILES	CHOP UPR activ	APJ ag	697 NFkB inh	UPR XBP1 act	Mdm2-MdmX inh	tim23-1 inh	APJ antag	Jurkat NFkB inh
CCc1c(C)[nH]c2ccc(C)cc2c1=O	1.1	1.3	-21.4	-3.7	-25.8	5.3	17.3	-22.9
CSc1nc2ccc(S(=O)(=O)NC3CCCCC3)cc2s1	-1.3	-3.2	-14.0	1.8	10.1	1.4	-18.5	4.2
Cc1ccc(NC(=O)COC(=O)c2cc(Cl)cc(Cl)c2)c(Br)c1	1.3	0.4	13.0	2.8	15.6	-5.9	-1.2	3.4
NNC(=O)c1oc2nc(-c3ccco3)cc(-c3ccco3)c2c1N	1.0	-4.3	-16.9	-2.6	2.3	23.8	12.4	0.3
O=C(Cn1cnc2c(nnn2-c2ccccc2)c1=O)N1CCOCC1	0.8	-5.2	0.9	1.1	11.0	5.6	11.3	3.0
COC(=O)CCSc1nc(N2CCOCC2)c2c(c1C#N)CC(C)(C)OC2	-1.2	-3.0	-8.0	-0.1	5.4	18.3	-15.9	-19.1
Cn1c(CN2CCCCC2)nc2cc(NS(=O)(=O)c3ccc(F)cc3)ccc21	-0.7	-3.8	16.7	-1.2	18.2	7.7	21.9	16.4
COc1ccc(N(CC(=O)Nc2cccnc2)S(=O)(=O)c2ccccc2)cc1OC	1.9	-2.2	7.1	1.0	-1.6	-5.1	-10.8	-11.6
CCOC(=O)N1CCC(=NNc2ccc(S(=O)(=O)N3CCOCC3)cc2[N+](=O)[O-])CC1	-0.4	-0.7	-7.2	-1.5	15.1	20.2	-20.8	-0.9
O=C(NC1CCCCC1)C(c1ccc(F)cc1)N(C(=O)c1cccs1)c1ccc2c(c1)OCO2 (stereo not drawn)	1.6	-6.2	20.1	3.2	2.6	9.7	-0.9	17.8

2 of these compounds, reformatted.
SMILES | CHOP UPR activ | APJ ag | 697 NFkB inh | UPR XBP1 act | Mdm2-MdmX inh | tim23-1 inh | APJ antag | Jurkat NFkB inh
CCOC(=O)c1c(NC(=O)CN(CC)CC)sc2c1CCN(C(=O)OCC)C2 | 0.5 | -6.9 | 19.7 | 0.2 | 31.8 | 44.0 | 9.1 | 13.1
COc1ccc(N(CC(=O)Nc2cccnc2)S(=O)(=O)c2ccccc2)cc1OC | 1.9 | -2.2 | 7.1 | 1.0 | -1.6 | -5.1 | -10.8 | -11.6
